Compound activity: PubChem, National Center for Advancing Translational Sciences (NCATS)
HT1080-NT tox = qHTS for induction of synthetic lethality in tumor cells producing 2HG: qHTS for the HT-1080-NT fibrosarcoma cell line; 1.6% of 360,000 active; Potency, µM (doses to about 46.1 µM), without a hit: at the highest dose activity, negative = less viability, actives largely listed as cytotoxic; AID 686970, 2013; HT-1080-NT fibrosarcoma viability, CellTiter-Glo ATP luminescence, 48 h;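 further: NT is the 2HG producing partner of a matched IDH1 knockdown line; potency means the concentration at half of the fitted maximal effect; 0% = DMSO-treated cells and -100% = media-only wells without cells; nearly all actives have a fitted effect of over 55% in size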
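750 cells/well, RPMI + 5% FBS; 2 h settle, compound pin-transfer, 48 h at 37 degrees C. CellTiter-Glo 10 min RT, luminescence. Normalized to DMSO and media-only wells.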
SW480 rerep = A quantitative high throughput screen for small molecules that induce DNA re-replication in SW480 colon adenocarcinoma cells; AID 624297, 2012; Potency, µM (doses to about 46.1 µM), without a hit: top-dose re-replication activation, most hits filed as activators; SW480 DNA re-replication, Hoechst DNA content imaging, 48 h; 1.8% of 340,000 active; further: potency means the concentration at half of the fitted maximal effect; % of control where 0% means no effect; nearly all actives have a fitted effect of over 55% in size
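Image-based read-out: total Hoechst fluorescence of nuclei (405 nm excitation, 500-530 nm emission), with hits raising the fraction of high-intensity nuclei. SW480 colon cells incubated 48 hr with compounds at 37 C.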
D3 ag = qHTS of D3 Dopamine Receptor Agonist: qHTS; D(3) dopamine receptor (Homo sapiens), P35462; D3R DiscoveRx beta-arrestin cells, luminescence, 90 min; max activation, %; 0.58% of 410,000 active; in the data active means max activation above about 30%; further: 0% is about no effect; mostly tested at two doses, the higher about 12 µM
Target sequence (P35462 whole entry, looked up): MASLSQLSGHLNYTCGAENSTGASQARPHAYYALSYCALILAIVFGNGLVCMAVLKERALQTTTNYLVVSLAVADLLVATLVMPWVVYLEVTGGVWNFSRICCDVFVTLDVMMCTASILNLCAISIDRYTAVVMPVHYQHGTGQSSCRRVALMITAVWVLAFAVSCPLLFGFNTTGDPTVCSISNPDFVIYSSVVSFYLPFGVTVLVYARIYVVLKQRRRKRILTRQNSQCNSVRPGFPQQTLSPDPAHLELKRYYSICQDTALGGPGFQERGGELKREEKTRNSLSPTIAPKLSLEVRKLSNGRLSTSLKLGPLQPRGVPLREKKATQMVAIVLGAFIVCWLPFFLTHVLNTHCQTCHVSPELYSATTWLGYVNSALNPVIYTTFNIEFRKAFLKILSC
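Cells at 1500/well, incubated overnight, then treated with pinned compounds (dopamine as control) for 90 min at 37 degrees C. DiscoveRx reagent added for 30 - 60 minutes at room temperature; luminescence read.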
GLP-1R agonist = qHTS of GLP-1 Receptor Agonists. Potency, µM (series often up to 45.6 µM), for inactives: at the top dose activation, hits mostly activators. 0.007% of 380,000 active. HEK293 GLP-1R CRE-luciferase, luminescence, 4-6 h; cells express a hypersensitive GLP-1R form. Glucagon-like peptide 1 receptor (Homo sapiens), P43220; further: potency means the concentration at half of the fitted maximal effect; % of control where 0% means no effect
Target sequence (P43220 whole entry, looked up): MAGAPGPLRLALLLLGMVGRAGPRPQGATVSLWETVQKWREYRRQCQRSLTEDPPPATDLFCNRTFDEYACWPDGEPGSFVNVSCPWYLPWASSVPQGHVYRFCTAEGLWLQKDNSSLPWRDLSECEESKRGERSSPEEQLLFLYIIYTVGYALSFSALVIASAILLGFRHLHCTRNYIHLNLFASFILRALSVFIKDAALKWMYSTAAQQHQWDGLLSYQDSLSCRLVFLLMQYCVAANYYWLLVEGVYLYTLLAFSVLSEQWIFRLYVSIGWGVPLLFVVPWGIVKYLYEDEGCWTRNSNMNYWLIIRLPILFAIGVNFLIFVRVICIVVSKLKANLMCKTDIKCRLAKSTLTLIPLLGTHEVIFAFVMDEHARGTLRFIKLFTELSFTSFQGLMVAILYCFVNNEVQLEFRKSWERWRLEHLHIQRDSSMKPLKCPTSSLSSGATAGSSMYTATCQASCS
DRD3 antagonist = qHTS of D3 Dopamine Receptor Antagonist: qHTS. D(3) dopamine receptor (Homo sapiens), P35462. D3R cells, DiscoveRx beta-arrestin luminescence, antagonist mode; active compounds read low. max response, negative = inhibition, %. 2.5% of 360,000 active; in the data active means max response below about -50%; inconclusive means no clear call, values can overlap the other calls; further: on the % scale 0 is the no-effect control and ±100 the full control effect; mostly tested at two doses, the higher about 12 µM
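Cells expressing the human receptor were seeded at 1500 cells/well, incubated overnight at 37 degrees C in 5% CO2, then exposed to library compounds with dopamine controls for 90 minutes at 37 degrees C before luminescent detection.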
HT1080 IDH1KD tx = qHTS for induction of synthetic lethality in tumor cells producing 2HG: qHTS for the HT-1080-IDH1KD cell line | HT-1080 IDH1 knockdown viability, ATP luminescence, 48 h | Potency, µM (highest dose often 46.1 µM), without a hit: at the top dose activity, negative = toxicity, usual class: cytotoxic | 2% of 360,000 active | AID 686971, 2013;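 further: potency means the concentration at half of the fitted maximal effect; 0% = DMSO wells and -100% = cell-free medium wells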
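CellTiter-Glo luminescence after 48 h compound exposure at 37 degrees C of IDH1-knockdown HT-1080 cells in 5% FBS RPMI. %Activity scaled between DMSO wells and cell-free media wells, with curves fitted and assigned curve classes.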
KB-3-1 tox = qHTS assay for MDR1-selective chemotherapeutics: Primary screen using the parental adenocarcinoma cell KB-3-1. KB-3-1 viability, CellTiter-Glo ATP luminescence, 72 h. Potency, µM (top dose mostly 46.1 µM), inactives show at the top dose activity change, negative = cytotoxic, usual class: cytotoxic. 1.4% of 400,000 active; further: potency means the concentration at half of the fitted maximal effect; on the % scale 0 is the no-effect control and ±100 the full control effect; nearly all actives have a fitted effect of over 60% in size
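Here the drug-naive KB-3-1 line serves as comparator for MDR sub-line selectivity; cells received compound titrations, 72 h at 37 °C, then CellTiter-Glo readout.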
IL-1B inflam inh = qHTS for Inhibitors of Inflammasome Signaling: IL-1-beta AlphaLISA Primary Screen; AID 743279, 2014; THP-1 LPS/ATP IL-1B secretion, AlphaLISA, 16 h; active compounds read low; activity change, % at 57.5 µM; 4.7% of 360,000 active; in the data active means activity change below about -50%; inconclusive means mostly about -30% to -49%; further: on the % scale 0 is the no-effect control and ±100 the full control effect
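Secreted IL-1B measured by AlphaLISA bead assay after 16 h compound exposure of THP-1 cells; compounds (final up to 57.5 uM) added 1 h before LPS (250 ng/mL) and ATP (1.25 mM) stimulation; lower signal means less secretion.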
KB-V1 cytotox = qHTS assay for MDR1-selective chemotherapeutics: Primary screen using the drug-selected MDR subline cells KB-V1. KB-V1 MDR cells viability, CellTiter-Glo, 72 h. AID 1347076, 2019. Potency, µM (series often up to 46.1 µM), for inactives: at the highest dose activity change, negative = cytotoxicity, actives largely listed as cytotoxic. 3.4% of 400,000 active; further: potency means the concentration at half of the fitted maximal effect; on the % scale 0 is the no-effect control and ±100 the full control effect; nearly all actives have a fitted effect of over 60% in size
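In this primary screen, KB-V1 cells overexpressing P-gp are incubated with library compounds (lowest to highest concentration) for 72 h at 37 degrees C before a luminescent ATP viability read.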
Active calls of the source: *; ? = inconclusive; nt = not tested or not shown; & = joins results of further samples; [ ] = dose if it differs, or a comment. Unless noted, the call rests on the fitted dose curve; in most records, active means well fitted curve in the direction sought with a large enough effect; inconclusive means small, poorly fitted or top-dose-only effect, or another doubt; inactive means no such curve, though single readings can be large; an effect the other way counts as inactive or inconclusive.

compound,HT1080-NT tox,SW480 rerep,D3 ag,GLP-1R agonist,DRD3 antagonist,HT1080 IDH1KD tx,KB-3-1 tox,IL-1B inflam inh,KB-V1 cytotox
COCCNC(=O)Cn1nc(-c2ccc(C)cc2)c2ccccc2c1=O,-1.0%,-12.1%,4.2&-2.8,2.0%,-21.7,-5.3%,6.5%&0.0%,-4.5,2.7%&-11.7%
O=C(NCCCN1CCOCC1)/C(=C/c1ccc(F)cc1)NC(=O)c1ccccc1,-17.5%,-2.7%,4.6,1.0%,14.1,0.2%,0.0%,25.2,1.8%
OCC1(CCc2ccccc2)CCN(Cc2ccc(OC(F)F)cc2)CC1,?,0.1%,-14.9,9.1%,-23.1,?,-14.9%,-21.3,-15.3%
COc1ccc(S(=O)(=O)Nc2ccc3c(c2)C(=O)N([C@@H](C)CO)C[C@H](C)[C@H](CN(C)S(=O)(=O)c2ccc(F)cc2)O3)cc1,1.8%,3.1%,10.1,-7.0%,18.4,0.1%,0.0%,-26.1,0.0%
CCOC(=O)c1cc(=O)c2ccc(OCC(=O)Nc3ccc(F)cc3)cc2o1,9.9%,-17.7%,8.0,1.6%,-10.2,5.0%,4.1%,0.3,13.0%
CCn1cnc2scc(-c3ccc(C)c(C)c3)c2c1=O,-15.7%,15.1%,-6.7,8.7%,-3.0,-5.3%,2.4%,-3.8,-4.4%
Cc1cc(C)cc(NC(=O)c2ccc(S(=O)(=O)NCc3cccnc3)cc2)c1,-16.0%,-12.1%,-22.7,2.6%,-14.6,-7.6%,-4.3%,-12.9,-23.0%
COC(=O)/N=C(/Cc1ccc(OC)cc1)c1ccc(OC)cc1,0.6%,-3.7%,8.2,5.8%,7.2,4.1%,13.0%,-24.4,17.3%

Next structures follow:
compound,HT1080-NT tox,SW480 rerep,D3 ag,GLP-1R agonist,DRD3 antagonist,HT1080 IDH1KD tx,KB-3-1 tox,IL-1B inflam inh,KB-V1 cytotox
C=CCNC(=O)c1ccc2c(c1)S(=O)(=O)c1ccccc1C2=O,-0.3%,-3.3%,-5.0,11.4%,-12.5,-2.5%,3.7%,-6.1,2.6%
CCN(CC)C(=O)C1=C(C)N(CCCOC)C(=O)C(CC(=O)NCc2ccco2)C1 (centres undefined),14.1%,nt,-2.7,0.2%,18.3,3.9%,0.8%,-8.1,?
Cc1ccc(NC(=O)c2c(C)noc2C)cc1S(=O)(=O)N1CCOCC1,2.8%,-11.6%,-2.3,0.7%,1.7,1.5%,0.1%,26.6,25.6%
COc1ccccc1N(CC(=O)Nc1ccccc1C(=O)NCC(C)C)S(C)(=O)=O,0.6%,-3.0%,3.1,0.1%,-13.4,21.5%,-1.8%,-6.2,?
C#CCSc1nc2ccccc2n1C(=O)c1ccc(S(=O)(=O)N2CCCCC2)cc1,9.4%,-4.7%,5.3,-8.7%,24.0,6.0%,20.5%,16.5,-4.7%
Cc1cccc(C)c1NC(=O)COC(=O)c1ccccc1Nc1ccccc1,13.1%,0.2%,-1.6,-0.5%,1.7,8.7%,6.5%,16.4,0.0%
NS(=O)(=O)c1ccc(N2CCOCC2)c(C(=O)NCCCSc2ccccc2)c1,-9.0%,-11.9%,-2.4,5.9%,2.3,3.3%,15.9%,9.3,?
O=C(COc1ccccc1)NCc1ccc(-n2cccc2)cc1,-2.1%,?,0.1,-7.5%,-5.3,6.3%,1.3%,8.6,13.7%

New compounds follow
compound,HT1080-NT tox,SW480 rerep,D3 ag,GLP-1R agonist,DRD3 antagonist,HT1080 IDH1KD tx,KB-3-1 tox,IL-1B inflam inh,KB-V1 cytotox
Cc1cc(C(=O)Nc2ccc(C#N)cc2)on1,-21.4%,-10.4%,-1.1,-0.3%,17.1,-3.4%,1.8%,-11.4,0.0%
Nn1c(SCC(=O)NCCC2=CCCCC2)nnc1-c1cccnc1,2.9%,-5.1%,0.9,0.3%,-0.1,7.5%,6.1%,5.1,23.6%
CC(C)N(C(C)C)S(=O)(=O)c1ccc(N2CCc3ccccc3C2)nc1,?,23.6%,-8.6,18.3%,-4.8,?,-10.7%,-105.6*,-2.5%
CN(CC(=O)Nc1cccc(F)c1)C(=O)c1ccc(S(=O)(=O)N2CCCC2)cc1,-2.3%,3.5%,-0.7,-0.8%,5.4,0.7%,-2.1%,3.8,-2.6%
Cc1cc([N+](=O)[O-])cc2c1NC(=O)C2(O)N1CCOCC1 (centres undefined),4.7%,-7.3%,-6.9,-1.3%,-19.4,2.2%,0.0%,0.0,0.0%
COC(=O)c1c(-c2cccs2)csc1NC(=O)c1cccnc1,-8.4%,-0.1%[9.22 µM],22.0,?,74.0,-2.3%,?,-65.3*,?
Cc1cc(-c2ccccc2)nc(N/N=C/c2ccccc2)n1,0.4%,12.2%,-7.0,11.5%,4.1,-7.2%,-0.3%,-7.1,-0.4%
O=C(CCl)Nc1ccc(Oc2cnc3ccccc3n2)cc1,?,?,-5.4,-8.8%,19.7,7.08µM*,6.51µM*,-104.2*,14.6µM*

(list continues)
compound,HT1080-NT tox,SW480 rerep,D3 ag,GLP-1R agonist,DRD3 antagonist,HT1080 IDH1KD tx,KB-3-1 tox,IL-1B inflam inh,KB-V1 cytotox
Cc1nn(C)c2ncc(C(=O)c3ccccc3O)cc12,-9.5%,-4.6%,0.8,21.0%,0.8,-4.7%,0.0%,42.2,-2.8%
COCCCC1CCN(Cc2cn[nH]c2-c2cc(OC)c(OC)c(OC)c2)CC1,2.1%,-8.7%,2.9,-1.9%,2.9,16.7%,2.7%,8.7,?
CCC(=O)Nc1ccc2c(c1)nc(CN1CCN(C(C)=O)CC1)n2C,7.1%,-10.3%[9.22 µM],2.6,-7.5%,24.4,6.0%,27.0%,3.5,-2.1%
CCOC(=O)c1cc2c(=O)n3ccccc3nc2n(CCCOC)c1=NC(C)=O,1.9%,?,9.5,8.9%,1.0,8.0%,14.4%,-20.3,-7.5%
CC1CC(=O)N(CC(=O)N2CCCC2)c2ccccc2S1 (centres undefined),12.2%,1.3%,-8.5,-14.0%,9.6,-18.8%,-3.8%,9.6,?
Cc1cc2c(c(=O)o1)C(Cc1ccccc1)C(C#N)=C(N)O2 (centres undefined),11.6%,-4.1%[9.22 µM],1.3,1.6%,10.7,13.1%,0.0%,0.0,17.6%
Cc1ccc2nc(-c3cccc(Br)c3)cc(C(=O)Nn3cnnc3)c2c1,-10.8%,-6.2%,0.0,1.7%,0.7,-14.8%,1.7%,-2.5,-2.2%
COC(=O)Cn1c2ccc(F)cc2c2nc(C)sc21,2.9%,-14.0%,2.4,8.4%,9.8,2.1%,14.3%,2.4,13.6%

Additional records.
compound,HT1080-NT tox,SW480 rerep,D3 ag,GLP-1R agonist,DRD3 antagonist,HT1080 IDH1KD tx,KB-3-1 tox,IL-1B inflam inh,KB-V1 cytotox
Cc1ccc(O)c(C2=NOC(O)(C(F)(F)C(F)F)C2)c1 (centres undefined),8.5%,2.4%,0.7,6.8%,5.9,2.4%,-13.4%,-3.2,0.9%
Cc1ccn2c(=O)c(C(=O)NCCc3ccc(S(N)(=O)=O)cc3)c(O)nc2c1,nt,nt,-6.1,0.4%,nt,nt,-2.6%,nt,-1.2%
CCSc1nnc(NC(=O)CCNS(=O)(=O)c2ccccc2F)s1,-6.5%,-42.4%[inhibitor],1.6,6.3%,2.2,4.3%,-1.3%,57.8,14.7%
CCOC(=O)c1sc(NC(=S)NC(=O)C2CC2)cc1C,-20.0%,6.5%,-1.0,-0.1%,-24.2,-0.8%,-7.8%,3.9,-23.4%
Cc1ccc(NC(=O)CNC(=O)OCc2ccccc2)cc1C,-26.0%,-3.5%,-5.3,4.0%,4.6,-12.6%,0.4%,34.5,-6.3%
CCN(CC)c1c2c(c(C#N)c3nc4ccccc4n13)CCC2,2.2%,20.3%,14.1,8.9%,-8.5,5.8%,-20.0%,19.5,3.66µM*
O=C(CSc1nccn1Cc1ccco1)Nc1cccc(F)c1,-8.7%,3.2%,-7.5&-26.7,2.1%,-9.4,-9.5%,?,-8.1,9.6%&-9.9%
CCn1c(=O)c2c(nc3n2CCN3c2ccccc2)n(C)c1=O,16.1%,-0.3%,8.6,0.5%,-2.6,11.3%,0.2%,11.4,-12.8%

(more compounds)
compound,HT1080-NT tox,SW480 rerep,D3 ag,GLP-1R agonist,DRD3 antagonist,HT1080 IDH1KD tx,KB-3-1 tox,IL-1B inflam inh,KB-V1 cytotox
CCc1ccc(NC(=S)N2CCC(NC(=O)c3ccccc3OC)CC2)cc1,0.0%,-2.9%,-3.1,9.6%,2.1,-2.8%,-0.3%,-11.7,-22.7%
CCn1c(=O)c(CCC(=O)N2CCN(c3ccccn3)CC2)c(C)c2c(C)nn(-c3ccccc3)c21,?,0.2%,3.3,-1.9%,23.8,20.5%,0.0%,0.0,-15.5%
COc1ccccc1N(CC(=O)N/N=C/c1ccc(SC)cc1)S(C)(=O)=O,16.2%,-74.3%[inhibitor],-5.3,2.7%,-5.3,-0.6%,24.0%,-17.0,-10.9%
COc1ccc(NC(=O)c2oc3ccc4c(c3c2C)C(=O)CC(C)(C)O4)cc1OC,nt,nt,1.5,-6.3%,nt,nt,-17.8%,nt,?

Outcome played no part in choosing rows. About 12% of those tested had a hit in this group.
